Screening data (PubChem)
L3MBTL1 inh: inhibitors of human L3MBTL1 | Q9Y468 | 230,000 compounds, 0.66% hits | Potency, µM (series often up to 57.1 µM), for inactives: at the highest dose activity, negative = inhibition, usual class: inhibitors | AlphaScreen L3MBTL1–H3K9me1 peptide binding; further: nearly all actives have a fitted effect of over 60% in size
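AlphaScreen assay: L3MBTL1 (50 nM final) was preincubated 30 min at room temperature with biotinylated H3(1-15)K9me1 peptide (75 nM final), then 30 min with library compounds; streptavidin donor and nickel chelate acceptor beads (10 ug/mL final) added, 30 min dark.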
TR SRC2 fluor cs: alters Texas Red total fluorescence, flagging assay interference; TRb/SRC2 Texas Red total fluorescence interference; Potency, µM (doses to about 106 µM), inactives show at the top dose fluorescence change, negative = quenching; 280,000 compounds, 0.29% hits; active means well fitted curve in either direction with a large enough effect; inconclusive means small, poorly fitted or top-dose-only effect
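Human TRb ligand-binding domain at 0.6 uM with 20 nM Texas Red SRC2 peptide in Tris buffer containing 1 uM T3 and 5% DMSO, incubated with compound 5 h at ambient temperature. Total fluorescence (555/632 nm) calculated as parallel + 2 × perpendicular.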
RGS12 GoLoco inh: blocks human Gai1 binding to RGS12 GoLoco peptide, red readout; P63096; Gai1:RGS12 GoLoco peptide FP, rhodamine, 10 min; Potency, µM (highest dose often 61.6 µM), without a hit: at the highest dose activity, negative = inhibition, hits mostly inhibitors; 230,000 compounds, 0.44% hits; active means well fitted inhibition curve with a large enough effect, not every such curve was filed as active; inactive means no such curve, though single readings can be large or run the other way; further: nearly all actives have a fitted effect of over 30% in size; many of its hits are not listed in these tables
Tau ThT inhib: blocks human tau fibril formation measured by thioflavin T | P10636 | recombinant tau K18 P301L (four-repeat tau fragment), heparin-induced fibrillization, ThT fluorescence | Potency, µM (series often up to 57.4 µM), for inactives: at the highest dose activity, negative = inhibition, usual class: inhibitors | 270,000 compounds, 2.1% hits | AID 1460; further: nearly all actives have a fitted effect of over 55% in size
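Recombinant human tau K18 fragment […] carrying P301L, 15 uM unlabeled plus 0.24 uM Alexa 594-labeled, was fibrillized with 20 uM heparin in 100 mM sodium acetate pH 7 for 6 hr at 37 C; 30 uM ThT fluorescence read after 1 hr.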
Tau fibril FP: tau fibrillization inhibition (FP). P10636. K18 P301L tau heparin fibrillization, Alexa594 FP, 6 h. Potency, µM (doses to about 57.7 µM), for the others: at the highest dose activity, negative = inhibition, usual class: inhibitors. 280,000 compounds, 0.39% hits. AID 1468; further: nearly all actives have a fitted effect of over 55% in size
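Recombinant K18 P301L […], labeled with Alexa 594 at 0.24 uM over 15 uM unlabeled; heparin inducer 20 uM final; 37 C, 6 hr; FP endpoint.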
RECQ1 helicase: inhibitors of human RECQ1 DNA helicase. Potency, µM (top dose mostly 57.3 µM), inactives show top-dose activity, negative = inhibition, usual class: inhibitors. P46063. RECQ1 DNA unwinding, red fluorescence kinetic read. 240,000 compounds, 0.54% hits;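 further: plate controls were vehicle for no effect and no enzyme for full effect; nearly all actives have a fitted effect of over 30% in size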
Target sequence (P46063 whole entry, looked up): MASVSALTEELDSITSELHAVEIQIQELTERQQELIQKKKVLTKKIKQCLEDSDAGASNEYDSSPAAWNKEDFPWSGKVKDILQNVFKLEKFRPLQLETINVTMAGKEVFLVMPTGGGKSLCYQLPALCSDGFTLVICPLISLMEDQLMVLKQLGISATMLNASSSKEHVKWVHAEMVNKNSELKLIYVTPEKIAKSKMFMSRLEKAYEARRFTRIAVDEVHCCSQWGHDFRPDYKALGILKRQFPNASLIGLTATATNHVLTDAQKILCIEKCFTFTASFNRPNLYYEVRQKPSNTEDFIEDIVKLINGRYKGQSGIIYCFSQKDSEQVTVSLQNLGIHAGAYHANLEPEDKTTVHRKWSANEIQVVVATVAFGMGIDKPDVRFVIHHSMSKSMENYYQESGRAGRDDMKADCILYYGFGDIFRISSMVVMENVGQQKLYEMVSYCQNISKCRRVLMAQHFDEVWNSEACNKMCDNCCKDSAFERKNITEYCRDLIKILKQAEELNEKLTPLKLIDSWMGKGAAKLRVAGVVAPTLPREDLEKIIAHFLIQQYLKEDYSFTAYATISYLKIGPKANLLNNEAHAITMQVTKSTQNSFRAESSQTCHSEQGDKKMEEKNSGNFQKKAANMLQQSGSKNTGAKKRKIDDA
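50 nM RECQ1T1 preincubated 15 min with compound in Tris pH 8.0 buffer with MgCl2, DTT, Tween-20 and 2.5 ug/ml poly(dI-dC); started with 200 nM TAMRA/BHQ-2 forked duplex and 2 mM ATP. Unwinding read as fluorescence (525/598 nm), two reads 2 h apart.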
JMJD2E inh: blocks human JMJD2E demethylase activity; B2RXH2; 230,000 compounds, 1.6% hits; Potency, µM (titrated, usually from 57.1 µM), for the others: at the top dose activity change, negative = inhibition, actives largely listed as inhibitors; JMJD2E catalytic domain, FDH-coupled NADH fluorescence (FDH is formaldehyde dehydrogenase); active means well fitted inhibition curve with a large enough effect, not every such curve was filed as active; inconclusive means small, poorly fitted or top-dose-only effect, or another doubt; inactive means no such curve, though single readings can be large or run the other way;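 further: 0% = wells with enzyme and -100% = buffer wells without enzyme; nearly all actives have a fitted effect of over 50% in size; many of its hits are not listed in these tables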
Target sequence (B2RXH2 1-337 limits assumed): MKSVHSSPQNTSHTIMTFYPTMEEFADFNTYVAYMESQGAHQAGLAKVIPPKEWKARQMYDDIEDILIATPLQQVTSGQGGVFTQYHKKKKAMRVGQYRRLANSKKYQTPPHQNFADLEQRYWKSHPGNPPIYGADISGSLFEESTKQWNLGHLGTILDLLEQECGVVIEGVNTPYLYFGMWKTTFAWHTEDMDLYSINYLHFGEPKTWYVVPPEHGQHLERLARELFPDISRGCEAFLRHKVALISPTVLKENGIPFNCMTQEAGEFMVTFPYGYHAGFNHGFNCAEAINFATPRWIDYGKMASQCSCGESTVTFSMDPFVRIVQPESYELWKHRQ
TRb SRC2 PPI: disrupts binding of human TR beta to SRC2. P10828. TRbeta-SRC2 peptide binding, fluorescence polarization; receptor liganded with 1 µM T3. Potency, µM (series often up to 106 µM), for the others: top-dose activity change, negative = inhibition, actives largely listed as inhibitors. 280,000 compounds, 0.065% hits. AID 1469;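 further: plate controls were bound peptide for no effect and peptide without receptor for full effect; nearly all actives have a fitted effect of over 50% in size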
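Assay buffer: 20 mM Tris-HCl, 100 mM NaCl, 10% glycerol, 1 mM EDTA, 0.01% NP-40, 1 mM DTT, 1 uM T3, 5% DMSO; TRb LBD 0.6 uM, Texas Red SRC2 20 nM; FP after 5 hr.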
* = called active by the depositor; i = inactive; ? = inconclusive; / = not tested or not shown; & = joins results of further samples; [ ] = remark or other dose. Unless noted, the call rests on the fitted dose curve; in most records, active means well fitted curve in the direction sought with a large enough effect; inconclusive means small, poorly fitted or top-dose-only effect, or another doubt; inactive means no such curve, though single readings can be large; an effect the other way counts as inactive or inconclusive. Unless noted, on the % scale 0 is the no-effect control and ±100 the full control effect; potency means the concentration at half of the fitted maximal effect.

SMILES	L3MBTL1 inh	TR SRC2 fluor cs	RGS12 GoLoco inh	Tau ThT inhib	Tau fibril FP	RECQ1 helicase	JMJD2E inh	TRb SRC2 PPI
Cc1ccccc1CN(C)C(C)C(=O)Nc1ccccc1F (centres undefined)	131%[activator]	3%	-3%	-11%	0%	7%	-4%	-4%
CCN(CC)C(=O)c1sc(NC(=O)C(C)Sc2nc(-c3ccccc3)cc(C(F)(F)F)n2)c(C(=O)OC)c1C (centres undefined)	/	2%[11.2 µM]	/	25µM*	?	/	/	-4%[11.2 µM]
O=C(NCCCN1CCOCC1)c1ccccc1NS(=O)(=O)c1cc([N+](=O)[O-])ccc1Cl	9%	1%	/	-9%	?	-2%	4%	-1%
O=C(/C=C/c1ccc(Cl)cc1)N(Cc1ccccc1)C1CCS(=O)(=O)C1 (centres undefined)	2%	?	-1%	-10%	6%	-11%	0%	-2%
CCCN(C(=O)CCc1nc(-c2ccc(C)cc2)no1)c1ccc(OCC)cc1	/	0%	/	?	-5%	/	/	2%
c1coc(-c2nc3nc4ccccc4nc3n2CC2CCCO2)c1 (centres undefined)	/	2%	43%[activator]	-14%	5%	-3%	?	0%
CCOC(=O)c1cnc(SCC(=O)Nc2cc(OC)cc(OC)c2)nc1N	2%	0%	-2%	?	5%	-13%	7%	-3%
CCOC(=O)C1CCCN(C(=O)Cn2nc(Cc3cccnc3)c3ccccc3c2=O)C1 (centres undefined)	/	0%	9%	-7%	-5%	-13%	5%	2%
CC1=NNC(=O)C1CCC(=O)N/N=C\c1ccc(Cl)c(Cl)c1 (centres undefined)	3%	-2%	-2%	-2%	-6%	-14%	0%	2%
O=C(CNCc1ccccc1Cl)Nc1ccccc1N1CCCCC1	17%	-1%	5%	?	3%	i	?	7%

The last three compounds of the section before lead into the next:
SMILES	L3MBTL1 inh	TR SRC2 fluor cs	RGS12 GoLoco inh	Tau ThT inhib	Tau fibril FP	RECQ1 helicase	JMJD2E inh	TRb SRC2 PPI
CCOC(=O)C1CCCN(C(=O)Cn2nc(Cc3cccnc3)c3ccccc3c2=O)C1 (centres undefined)	/	0%	9%	-7%	-5%	-13%	5%	2%
CC1=NNC(=O)C1CCC(=O)N/N=C\c1ccc(Cl)c(Cl)c1 (centres undefined)	3%	-2%	-2%	-2%	-6%	-14%	0%	2%
O=C(CNCc1ccccc1Cl)Nc1ccccc1N1CCCCC1	17%	-1%	5%	?	3%	i	?	7%
COc1ccccc1C(=O)C1CCCN(C(=O)CCc2ccccn2)C1 (centres undefined)	-8%	1%	-16%	-11%	-8%	-1%	-12%	0%
O=C(Nc1cccc(Cl)c1)NC1CC2CCC(C1)N2Cc1ccco1 (centres undefined)	-12%	-3%	-9%	-6%	-4%	-10%	4%	8%
COc1ccc(N(Cc2ccccc2)S(=O)(=O)c2cccc(C(=O)NC3=NCCS3)c2)cc1	-9%	2%	2%	1%	?	i	-5%	8%
COc1ccc(S(=O)(=O)NCCc2sc(-c3cccc(F)c3)nc2C)cc1	/	0%	/	-18%	-7%	/	/	4%
CC1CCCC(NC(=O)CC2Nc3ccccc3NC2=O)C1C (centres undefined)	1%	0%	1%	-8%	4%	-7%	-25%	-11%
COc1ccc(OCCNC(=O)/C=C/c2ccccc2)cc1	/	-4%	4%	-16%	-7%	i	16%	0%
Cc1c(C(=O)NCCSCc2ccccc2)cccc1[N+](=O)[O-]	8%	-2%	-2%	-10%	-7%	i	2%	-4%
COC(=O)[C@@H]1CCCN1C(=O)CCc1nnc(CCC2CCCCC2)o1	3%	-3%	9%	-4%	0%	i	-4%	5%
COc1ccc(NC(=S)NC(=O)c2ccccc2Cl)cc1	/	-1%	-8%	-14%	-8%	3%	1%	-9%
O=C(/C=C/c1ccc2c(c1)OCO2)c1cccs1	/	-9%	6%	?	6%	0%	22µM*	6%
C/C(=N\NC(=O)Cc1cc(=O)[nH][nH]1)c1cccc([N+](=O)[O-])c1	-1%	3%	2%	?	1%	-3%	?	-3%
COc1ccc(OC)c(NC(=O)Cn2cnc3sc(C)c(S(=O)(=O)N4CCN(c5ccccc5OC)CC4)c3c2=O)c1	/	-1%	/	-10%	9%	/	/	0%
O=C(Nc1nc2ccc(F)cc2s1)C1CCCO1 (centres undefined)	8%	-3%	-8%	-3%	-1%	-9%	14%	-1%
CCC(=O)N1CCc2cc(OC)c(OC)cc2C1COc1ccc(C(=O)OC)cc1 (centres undefined)	-3%	-7%	5%	-6%	10%	-2%	-3%	-6%
Nc1nc(N)c(N=Nc2ccc(C(=O)O)cc2)c(N)n1	-12%	-5%	7%	14µM*	4%	i	-2%	-1%
CCC(=O)N1CCc2cc(S(=O)(=O)CCC(=O)N3CCc4ccccc4C3)ccc21	-8%	0%	-14%	2%	8%	-3%	11%	10%
CCOC(=O)c1ccc(NC(=O)N2CC(C)OC(C)C2)cc1 (centres undefined)	3%&-3%	-2%&2%	6%&-1%	-4%&-5%	-5%&-4%	-1%	3%&8%	5%&6%
CCc1c(O)nc(SCC(=O)Nc2ccccc2OC)[nH]c1=O	4%	4%	12%	-24%	-5%	-7%	12%	3%
CCOc1cccc(/C=C/c2ccc3ccccc3n2)c1OC(C)=O	158%[activator]	-6%	1%	?	3%	i	0%	-7%
Cc1ccccc1OCc1nc2ccccc2c(=O)n1/N=C/c1c[nH]c2ccccc12	-13%	-1%	2%	9%	?	-3%	-4%	-5%
COc1ccc(S(=O)(=O)NC(CC(=O)NCc2ccc3c(c2)OCO3)c2ccco2)cc1 (centres undefined)	-4%	1%	5%	-14%	0%	?	-2%	-5%
Cn1nnnc1SCC(=O)Nc1ccccc1C(N)=O	3%	0%	-6%	7%	-1%	-19%	11%	3%
CCN(CC)S(=O)(=O)c1cccc(NC(=O)c2ccccc2Br)c1	10%	-2%	10%	-5%	-3%	-12%	-9%	-8%
COc1ccc(-c2nc(CN3CCC(C(=O)NCCN(CC(C)C)CC(C)C)CC3)c(C)o2)cc1OC	/	?	/	-2%	-1%	/	/	-19%
Cc1cccc(C)c1NC(=O)CN(C)c1ccc(C(F)(F)F)cn1	35%[activator]	2%	2%	-3%	3%	i	-7%	-5%
C/C(=N\NC(=O)c1ccc([N+](=O)[O-])cc1)c1cccc([N+](=O)[O-])c1	-4%	0%	0%	-10%	11%	1%	3%	1%
CC1CCC(C(C)C)[C@H](O)C1 (some centres undefined)	/	1%	8%	1%	-2%	-8%	5%	8%
O=C(NN1C(=O)/C(=C/c2cccs2)SC1=S)c1cccnc1	-6%	-1%	11%	?	4%	-1%	-11%	3%
Cn1c(=O)c2c(nc(CN3CCN(C(=O)c4ccco4)CC3)n2Cc2ccc(F)cc2)n(C)c1=O	/	3%	2%	0%	?	12%	-6%	-13%
O=C(c1ccc2ccccc2c1)C1CCCN(C(=O)c2cnccn2)C1 (centres undefined)	/	-1%	1%	/	-3%	-1%	4%	8%
CC1=CN2C(=N)/C(=C/c3ccc(Sc4ccc(C)cc4)o3)C(=O)N=C2S1	?	0%	60%[activator]	7.9µM*	-5%	i	9%	7%
CCc1ccc(NC(=O)CSc2nc(C)c(C(=O)Nc3ccccc3)c(-c3ccc(OC)c(OC)c3)c2C#N)cc1	/	-8%	/	14%	?	/	/	5%
CCN1CCc2c(sc(NC(=O)c3ccc(S(=O)(=O)N4CCOCC4)cc3)c2C(=O)OC)C1	-7%	-4%	10%	-1%	0%	5%	10%	7%
Cc1cc2oc(=O)c3c(c2cc1OCc1nn[nH]n1)CCCC3	-6%	-5%	8%	-3%	-11%	14%	?	0%
COC(=O)c1c(-c2ccc(C)cc2)csc1NC(=O)Cc1ccc(OC)c(OC)c1	/	2%	19%	?	-9%	-17%	-23%	5%
Cc1ccc2oc(C(=O)Nc3cccc(-c4nc5ccccc5s4)c3)c(C)c2c1	/	-19%	/	?	-15%	/	/	0%
CC(C)(C)OC(=O)N1CCC(c2c(C(=O)N3CCCCC3)cnn2-c2ccc(F)cc2F)CC1	/	1%	/	-7%	-4%	/	/	0%
Cc1c(Br)c([N+](=O)[O-])nn1CC(=O)Nc1ccc(Cc2ccncc2)cc1	-6%	-3%	27%	3%	-13%	3%	4%	0%
Cc1ccc(NC(=O)CN2CCc3ccccc3C2)cc1	/	1%	9%	-11%	2%	-9%	15%	5%
CN1CCN(S(=O)(=O)c2cccc(C(=O)NC3CCCc4ccccc43)c2)CC1 (centres undefined)	-8%	1%	14%	-12%	-2%	-13%	-4%	-2%
Cc1cccc(NC(=O)CSc2nnc(CNC(=O)c3ccc(S(=O)(=O)N(C)C)cc3)n2-c2ccccc2)c1	7%	0%[53 µM]	8%	6%	-9%	2%	1%	-2%[53 µM]
Nc1ccc2nc(-c3ccc(O)cc3)sc2c1	/	79µM*[quencher]	/	7.9µM*	3%	/	/	-15%[53 µM]
C=CCN1C(=O)CN=C1Nc1cc(C)ccc1C	-5%	-3%	-2%	-7%	1%	-7%	6%	-4%
Cc1ccc(C(=O)OCCc2c(C)[nH]n(-c3ccccc3)c2=O)cc1	-4%	3%	5%	-5%	8%	-6%	-4%	6%
COc1cccc(CC(=O)N2CCN(c3ccccc3[N+](=O)[O-])CC2)c1	-20%	-1%	23%	?	2%	-10%	-5%	-4%
CC(C)Oc1ccc(C(=O)N2CCCCC2CCN2CCCCC2)cc1 (centres undefined)	/	-2%	/	4%	-2%	/	/	-7%
CCn1c(SCC(=O)NC2CCCCC2)nnc1-c1cc2cccc(OC)c2o1	-2%	-3%	-2%	?	7%	-8%	?	-5%
Cc1ccnc(NC(=O)COC(=O)C23CC4CC(CC(C4)C2)C3)n1	-15%	-4%	10%	-6%	-7%	i	?	1%

An excerpt; count on the stated rates, not on these rows.
